S aureus QS inh = inhibitors of bacterial quorum sensing in S. aureus; S. aureus RN6390 RNAIII-GFP reporter, AIP-induced, flow cytometry 3 h; inhibition, % at 2 µM; 0.3% of 24,000 active; AID 527;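 active means share of bacteria positive for the green fluorescent reporter and its mean brightness both inhibited by 50% or more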;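 further: 0% = AIP-stimulated control and 100% = unstimulated bacteria without AIP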
S aureus QS inh GFP MFI % = recorded beside S aureus QS inh, whose call it bears; inhibition, %; measured here: inhibition of GFP MFI
Active calls of the source: *. The list is partial. The share of hits here may be higher or lower than overall.

Preview, five compounds:
Results follow in this order: S aureus QS inh	S aureus QS inh GFP MFI %
Cc1cc(C)n(-c2ncc(-c3ccccc3)nn2)n1
→ 0.6	2.3
CCCCNC(=O)CCn1c(=O)c2ccccc2n(CC(=O)N2CC(C)CC(C)C2)c1=O (stereo not drawn)
→ -1.3	-3.7
O=C(Nc1ccccc1)N(Cc1cccnc1)Cc1ccco1
→ -3.2	-27.6
Cc1c(C(=O)Nc2ccc(C(=O)O)cc2)cnn1C
→ -5.8	-11.9
CCC1Oc2ccccc2N(CC(=O)NCCN2CCc3ccccc3C2)C1=O (stereo not drawn)
→ 3.0	17.2

All compounds of this part, from the first entry:
Results follow in this order: S aureus QS inh	S aureus QS inh GFP MFI %
Cc1cc(C)n(-c2ncc(-c3ccccc3)nn2)n1
→ 0.6	2.3
CCCCNC(=O)CCn1c(=O)c2ccccc2n(CC(=O)N2CC(C)CC(C)C2)c1=O (stereo not drawn)
→ -1.3	-3.7
O=C(Nc1ccccc1)N(Cc1cccnc1)Cc1ccco1
→ -3.2	-27.6
Cc1c(C(=O)Nc2ccc(C(=O)O)cc2)cnn1C
→ -5.8	-11.9
CCC1Oc2ccccc2N(CC(=O)NCCN2CCc3ccccc3C2)C1=O (stereo not drawn)
→ 3.0	17.2
Cc1cccc(C2c3c(n(C)c(=O)n(C)c3=O)N=C3c4ccccc4C(=O)C32)c1 (stereo not drawn)
→ 1.5	20.3
O=C(COc1ccc(S(=O)(=O)NC2CCCCC2)cc1)Nc1ccc2c(c1)OCCO2
→ -2.6	-5.9
Cc1nn(C)c(C)c1S(=O)(=O)N1CCCC(C(=O)N2CCN(c3ccc(Cl)cc3)CC2)C1 (stereo not drawn)
→ -1.2	-3.0
CCCc1cc(C(=O)Nc2sc(C)c(C)c2C(=O)OCC)no1
→ -0.5	-6.4
Cc1ccccc1C1CC(c2ccccc2)Nc2ncnn21 (stereo not drawn)
→ 0.2	15.3
COc1ccc(NC(=O)CSc2c(C)nn(-c3nnc(C)c(=O)[nH]3)c2C)cc1
→ -0.9	5.3
CCN(c1ccccc1)S(=O)(=O)c1ccc(F)cc1C
→ -0.7	0.6
NC(=O)CSC1=Nc2ccccc2C2=NC(CC(=O)NCc3cccs3)C(=O)N12 (stereo not drawn)
→ -2.7	-19.6
COC(=O)c1ccc(Sc2ccc(C)cc2)c(N)c1
→ 0.8	5.4
Cn1cccc1Cc1nnc(SCC(=O)Nc2nc3ccccc3s2)n1CCc1ccccc1
→ 3.8	2.3
COc1ccc(NC(=O)CC2Sc3ncnn3C2=O)cc1 (stereo not drawn)
→ -2.3	-7.0
CSc1nc2n(n1)C(c1cc(Br)ccc1F)C(C(=O)N(C)C)=C(C)N2 (stereo not drawn)
→ -2.7	-10.2
Cc1cc(C)n(Cc2cccc(F)c2)c(=O)c1C#N
→ -2.7	-39.3
O=C(CSC1=Nc2ccccc2C2=NC(CC(=O)NC3CCCCC3)C(=O)N12)NCc1ccco1 (stereo not drawn)
→ 0.0	7.2
COc1ccc(N2C(=O)CCC(C(=O)Nc3ccccn3)C2c2ccc(OC)c(OC)c2)cc1 (stereo not drawn)
→ -0.2	0.7
O=C(NCc1cccs1)c1ccc2c(c1)ncn2C1CCCC1
→ 0.4	3.7
COc1ccc(OC)c2[nH]c(=O)c(CCNC(=O)c3ccc(S(=O)(=O)N4CCCCC4)cc3)cc12
→ -2.3	-3.9
CC(C)Cn1cc(C(=O)NCc2cccs2)c2c3ccccc3n(C)c2c1=O
→ 11.5	25.2
Cc1ccc2c(c1)NC(=O)C(CC(=O)NCc1ccc(F)cc1)O2 (stereo not drawn)
→ -0.1	5.0
CCOC(=O)c1ccc(NS(=O)C23CC4CC(CC(C4)C2)C3)cc1 (stereo not drawn)
→ 4.4	18.7
N#C[C@@H]1[C@@H]2C(=O)N(c3ccc4c(c3)OCCO4)C(=O)[C@@H]2C2c3ccccc3C=CN21 (stereo partly drawn)
→ 2.5	9.2
Cc1cccc(CCNS(=O)(=O)c2cnc[nH]2)c1
→ -7.3	-11.4
COc1cccc(CNC(=O)C2CCN(Cc3cnn(-c4ccccc4)c3-n3cccc3)CC2)c1
→ 14.2	26.9
COc1ccc(C2CC(C(F)(F)F)n3nc(C(=O)N(C)Cc4cn(C)nc4C)c(Cl)c3N2)cc1 (stereo not drawn)
→ -2.9	-6.8
COCCCN(C(=O)Cn1ncc2c(=O)oc3ccc(C)cc3c21)C(C)c1ccncc1 (stereo not drawn)
→ -0.1	-14.7
CCOC(=O)C1CCN(C(=O)c2ccc(NC(=O)C3CCCO3)cc2)CC1 (stereo not drawn)
→ 0.8	19.9
CC1(C)CC(=O)C(C=NCCO)=C(O)C1
→ -0.3	15.0
COc1ccc(C(CC(=O)O)NC(=O)c2cccs2)cc1 (stereo not drawn)
→ -2.3	-5.1
CCOC(=O)Cn1c(=O)oc2cc(S(=O)(=O)NCCCc3ccccc3)ccc21
→ -0.8	-2.4
O=C(Cn1[nH]c(=O)c2ccccc2c1=O)OCC(=O)N1CCCc2ccccc21
→ 0.7	11.4
CSC1=NCCN1C(=O)c1ccc(Br)o1
→ -9.1	-32.1
O=C(CCS(=O)(=O)c1cccc2nonc12)NC1CCCCCC1
→ 1.8	3.5
Nc1cc(CN2C(=O)c3ccccc3C2=O)cc(Cl)c1O
→ -1.3	-16.0
CC(=O)c1cccc(N=C2NC(=O)CS2)c1
→ -2.6	-8.1
O=C(NCc1ccco1)C1CCCN(S(=O)(=O)c2cccc3nonc23)C1 (stereo not drawn)
→ -3.0	-17.3
Cc1cc(N/C(=N\S(=O)(=O)c2ccc(Cl)cc2)c2ccc(F)cc2)no1
→ 7.8	18.4
O=C(NCC(c1cccnc1)N1CCN(c2ccccc2)CC1)OCc1ccccc1 (stereo not drawn)
→ 4.0	14.7
CC(CCc1ccccc1)NC(=O)C1CCN(S(=O)(=O)N2CCCCC2)CC1 (stereo not drawn)
→ 0.4	18.3
COC(=O)c1ccc2c(=O)n(CC3CCCO3)c(=S)[nH]c2c1 (stereo not drawn)
→ -2.1	1.7
Cc1sc2nc3c(C(=O)N4CCN(c5ncccn5)CC4)cccn3c(=O)c2c1C
→ -2.4	-1.5
CCCCCc1ccc(CC(=O)O)cc1
→ 0.4	0.8
CCOC(=O)CNC(=O)C(Cc1ccccc1)NS(=O)(=O)c1ccc2c(c1)CCC(=O)N2 (stereo not drawn)
→ -3.2	-0.8
COCCNC(=O)C1c2ccccc2C(=O)N(CCOC)C1c1ccc(F)cc1 (stereo not drawn)
→ -4.4	-2.2
COc1cc(OC)cc(C(=O)N2c3ccc(F)cc3CCC2C)c1 (stereo not drawn)
→ -0.3	4.3
COc1ccc(CN2C(=O)c3cccnc3C2Nc2ccc(OC)c(Cl)c2)cc1 (stereo not drawn)
→ 0.2	-10.4

New compounds follow
Results follow in this order: S aureus QS inh	S aureus QS inh GFP MFI %
COc1cc(Br)c(CC(=O)O)cc1OC
→ -2.0	-21.9
Cc1oc(-c2ccc(Cl)cc2)nc1CN1CCC(C(=O)NCc2ccco2)CC1
→ -1.4	-1.5
COC(=O)C1C(=O)C2=C(CC1C)NC(C)=C(C(=O)OC1CCCCC1)C2c1ccc(N(C)C)cc1 (stereo not drawn)
→ 53.8*	58.2*
O=C(NCc1cccs1)C1CCN(S(=O)(=O)c2cccc3nsnc23)CC1
→ 2.1	23.5
COc1ccc(C(=O)Nc2ccc(S(=O)(=O)NC(C)=O)cc2)cc1
→ -0.5	-0.4
CCOC(=O)CSc1nnc(-c2ccccc2OC)o1
→ 0.1	12.2
Cc1cc2nc(C3CCN(CC4COc5ccccc5O4)CC3)[nH]c2cc1C (stereo not drawn)
→ -0.1	-6.0
COC(=O)C1C2C=CC3(CN(c4ccc(Cl)c(F)c4)C(=O)C13)O2 (stereo not drawn)
→ -3.3	-6.5
C/C=C/C=[N+](\[O-])C(C)/C(=N/O)c1ccc(F)cc1 (stereo not drawn)
→ 3.4	23.4
O=C(Cn1c(=O)oc2cc(S(=O)(=O)N3CCCC3)ccc21)NC1CCCc2ccccc21 (stereo not drawn)
→ -3.8	-5.0
O=C(NCCN1CCc2ccccc2C1)Nc1ccc(F)cc1
→ -4.7	-26.1
CCS(=O)(=O)N1CCC(C(=O)NCc2ccc(F)cc2Cl)CC1
→ -2.6	-15.3
COc1ccc(C)cc1NC(=O)c1nnn(Cc2cccc(F)c2)c1N
→ 1.3	10.8
O=C(CN1C(=O)C2C3C=CC(C3)C2C1=O)NCc1ccc2c(c1)OCO2 (stereo not drawn)
→ -4.6	-9.0
CC1(C)CC(=O)C2=C(C1)NC(=O)CC2c1ccc(F)cc1 (stereo not drawn)
→ 3.5	16.2
O=C(Cn1c(=O)n(Cc2ccco2)c(=O)c2ccccc21)Nc1cccc(Cl)c1
→ 25.3	44.7
O=C(NCCC1=CCCCC1)C(=O)NCC(c1ccco1)N1CCN(c2ccc(F)cc2)CC1 (stereo not drawn)
→ -0.1	-35.8
O=C(Cn1ncc2c(=O)oc3ccccc3c21)NCCCN1CCCC1=O
→ -1.1	-9.9
Cc1ccc(C)c(NC(=O)CSc2nnc(Cc3cccn3C)n2-c2ccc(F)cc2)c1
→ 8.9	24.4
FC(F)Sc1nnc(-c2cccs2)n1-c1ccccc1
→ 7.7	31.4
CCOc1ccc(CCNC(=O)C2CCN(c3ccc(N4CCOCC4)nn3)CC2)cc1OCC
→ 0.5	31.2
Nn1cc(-c2ccccc2)nc1SCC(=O)N1CCN(S(=O)(=O)c2ccccc2)CC1
→ -1.5	-9.6
Cc1ccccc1OCCn1c(=O)oc2ccccc21
→ 0.1	2.3
Cc1csc(NC(=O)Nc2cccc(Cl)c2)n1
→ -0.2	-0.9
O=C1c2ccccc2-c2nccnc21
→ -4.3	-5.1
O=C(O)c1ccc(NS(=O)(=O)c2ccc3c(c2)OCCO3)cc1
→ -2.4	-20.4
O=C(Nc1cccc2ccccc12)N1CCOCC1
→ -0.6	2.2
COc1ccc(S(=O)(=O)N2CCN(CC(=O)Nc3ccc(F)c(F)c3)CC2)cc1
→ 5.5	2.7
O=C(CCCn1c(=O)[nH]c2ccsc2c1=O)NCc1cccs1
→ -0.3	-1.5
O=C(Nc1nc2c(s1)CCc1ccccc1-2)c1cccs1
→ 79.2*	79.0*

Additional compounds follow.
compound,S aureus QS inh,S aureus QS inh GFP MFI %
COc1ccc(S(=O)(=O)NC2CCCCC2)c(C)c1C,-0.7,-2.4
CCOC(=O)Cc1csc(NC(=O)CSc2nnc(-c3ccncc3)n2Cc2ccco2)n1,-2.0,-11.2
Cc1ccc(Nc2nc(Oc3ccc(=O)[nH]n3)nc(N(C)C)n2)cc1,3.3,13.5
COc1ccc(OC)c(-c2cc(C(=O)Nc3cc(C)on3)no2)c1,-2.7,-13.1
O=C(O)c1c2c(nc3ccc(S(=O)(=O)N4CCC(C(=O)N5CCCCC5)CC4)cc13)CCCC2,-11.6,-26.4
CC(NC(=O)Nc1nccs1)(C(F)(F)F)C(F)(F)F,0.2,17.5
S=c1[nH]nc(-c2ccccc2)n1C1C=CCCC1 (stereo not drawn),0.9,0.3
COC(=O)c1cc(=O)n(Cc2cccs2)c(=NCc2cccs2)s1,9.4,18.4
CCOC(=O)C(NC(=O)Nc1cccc(C)n1)(OCC(F)(F)F)C(F)(F)F (stereo not drawn),-3.2,-14.9
CC(C)C(NS(=O)(=O)c1cccc2nsnc12)C(=O)N1CCc2ccccc2C1 (stereo not drawn),-6.9,-14.4
COc1ccccc1Cn1nnc2c(=O)[nH]c(C3CCN(C(=O)c4ccc(C)cc4)CC3)nc21,-12.2,-19.7
COc1ccc(CCNC(=O)C2(C)CCC(=O)N2Cc2ccc3c(c2)OCO3)cc1OC (stereo not drawn),0.1,-18.3
COc1ccccc1OCc1ccc(C(=O)NC(C)(C)C)o1,0.1,-4.4
COc1ccc2cc3cc(C(=O)NCCN4CCc5ccccc5C4)oc3nc2c1,0.7,0.7
CCC(=O)N1CCc2cc(S(=O)(=O)NCCC(=O)Nc3cc(C)cc(C)c3)ccc21,-3.1,-16.8
COc1ccc(CC(=O)NCc2cn3ccsc3n2)cc1,6.3,16.0
Cc1cc2nc(C)n(CCCN)c2cc1C,-3.9,-21.4
CC(CCc1ccccc1)NC(=O)c1ccc(Br)o1 (stereo not drawn),-2.1,-17.5
Cc1cc(C)n(Cc2nc3ccccc3n2C)n1,-1.1,-9.0
CCOCCCNC(=O)C1CCN(S(=O)(=O)N(CC(C)C)CC(C)C)CC1,1.1,8.0
C=CCn1c(/N=C/c2ccc(N(C)C)cc2)nc2ccccc21,0.1,5.5
O=C(NCc1ccc(Cl)cc1)c1cc(-c2ccco2)on1,-3.2,-22.7
Cc1cc2ccccc2c(=O)n1CC(=O)NC1CCCCCC1,3.7,19.9
COc1cc2c(cc1OC)C1=C(C#N)CN(C3CCCCC3)CN1CC2,-2.5,-7.4
COc1ccc(-c2[nH]nc3c2C(c2ccccc2OC(=O)N2CCOCC2)C(C#N)=C(N)O3)cc1 (stereo not drawn),-7.9,-14.7
CCOc1ccc(N(CC(=O)Nc2ccc(C)cc2)S(=O)(=O)c2c(C)noc2C)cc1,13.9,31.2
COC(=O)c1ccc(C(=O)OC)c(NC(=O)Nc2ccc3c(c2)OCO3)c1,4.8,8.9
O=C(c1cc(-c2ccncc2)nc2ccccc12)N1CCN(c2ccc(N3CCOCC3)nn2)CC1,14.2,25.8
Nc1nc(-c2ccc(Cl)cc2)nn1C(=O)c1cccnc1,0.9,-16.4
Cc1ccc2c(c1)NC(=O)C(CC(=O)O)O2 (stereo not drawn),10.0,49.5
CC(=O)N1CCC2(CC1)CC(=O)c1cc(OCC(=O)NCc3ccc(C)cc3)ccc1O2,-1.8,-0.9
Cc1cc(NCCN2CCCCC2)n2c(nc3ccccc32)c1C#N,-0.2,15.0
Cn1c(=O)c2c(-c3ccccc3)n(-c3ccccc3O)cc2n(C)c1=O,-9.6,-11.3
CCn1cnc2sc(C(=O)N(Cc3ccc(N(C)C)cc3)Cc3ccco3)c(C)c2c1=O,-11.8,-57.3
O=C(CCN1C(=O)C2C3C=CC(C3)C2C1=O)Nc1ccc2c(c1)OCO2 (stereo not drawn),-5.9,-18.6
CCOc1ccc(S(=O)(=O)N2CCN(Cc3ccccc3)CC2)c2cccnc12,2.1,10.2

High-throughput results (PubChem)
